RORgamma inh = inhibitors of mouse ROR gamma transcriptional activity | AID 2551 | 310,000 compounds, 5.4% hits | Potency, µM (doses to about 53.6 µM), for the others: top-dose activity change, negative = inhibition, hits mostly inhibitors | Drosophila S2 Gal4-RORgamma UAS-luciferase reporter, 20 h; note: potency is the fitted concentration of half-maximal effect; % is set by controls: 0 for no effect and ±100 for the full control effect; nearly all actives have a fitted effect of over 60% in size
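Drosophila Schneider cells stably carrying a metallothionein-driven Gal4 DBD–ROR gamma fusion and a UAS-Photinus luciferase reporter were exposed to compound for 1 hr, then induced with copper sulfate (700 uM final) for 20 hr at ambient temperature before luminescence reading.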
TRPV1 ag = activates the human vanilloid receptor TRPV1 | TRPV1-expressing cells, Fluo-8 calcium influx, agonist mode | 320,000 compounds, 0.19% hits | activation, % at 8.33 µM | Q8NER1; in the data active = activation above about 80%; inconclusive = between about 30% and that limit; note: 0% is about no effect
Target sequence (Q8NER1 whole entry, looked up): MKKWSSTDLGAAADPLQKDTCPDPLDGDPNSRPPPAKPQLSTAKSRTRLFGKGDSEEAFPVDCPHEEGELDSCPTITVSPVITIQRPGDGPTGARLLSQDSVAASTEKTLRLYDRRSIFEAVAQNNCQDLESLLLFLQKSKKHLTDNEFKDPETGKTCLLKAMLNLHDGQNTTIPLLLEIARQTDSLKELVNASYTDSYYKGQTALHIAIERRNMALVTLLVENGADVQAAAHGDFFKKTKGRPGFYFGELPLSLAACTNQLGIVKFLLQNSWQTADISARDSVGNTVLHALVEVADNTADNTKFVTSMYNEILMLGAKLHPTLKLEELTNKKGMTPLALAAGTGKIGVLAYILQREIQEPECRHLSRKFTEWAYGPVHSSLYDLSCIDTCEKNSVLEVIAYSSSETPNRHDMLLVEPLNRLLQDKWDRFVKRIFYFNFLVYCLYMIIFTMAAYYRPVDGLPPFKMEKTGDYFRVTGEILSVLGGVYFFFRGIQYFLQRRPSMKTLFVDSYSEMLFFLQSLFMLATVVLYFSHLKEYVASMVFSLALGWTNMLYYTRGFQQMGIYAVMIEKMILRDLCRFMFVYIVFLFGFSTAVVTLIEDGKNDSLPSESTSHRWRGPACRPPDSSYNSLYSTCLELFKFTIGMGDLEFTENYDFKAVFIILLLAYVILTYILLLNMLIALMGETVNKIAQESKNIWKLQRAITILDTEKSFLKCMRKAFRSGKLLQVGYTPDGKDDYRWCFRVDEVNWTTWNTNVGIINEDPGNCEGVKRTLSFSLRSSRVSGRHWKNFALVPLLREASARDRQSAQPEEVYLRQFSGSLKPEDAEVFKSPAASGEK
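Cells expressing TRPV1 were dye-loaded with Fluo-8 and read kinetically: 10 s baseline, 3 min after compound (agonist portion), then 2 min after EC20 capsaicin (allosteric enhancer portion). Calcium-bound dye fluorescence at 480/520 nm.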
p53 reactivator = mutant p53 re-activation in reporter cells | H1299 p53-A138V BP100-luciferase reporter, luminescence, 24 h | Potency, µM (highest dose often 92.2 µM), inactives show at the highest dose activity change, positive = activation, most hits filed as activators | 320,000 compounds, 0.063% hits | AID 504706; note: potency is the fitted concentration of half-maximal effect; % of control where 0% means no effect; nearly all actives have a fitted effect of over 45% in size
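p53-null H1299 cells stably carrying temperature-sensitive p53-A138V and a BP100-luciferase reporter were pinned with compounds (4-point, 1:5 series) and held 24 hrs at 37 deg C. Luminescence was read 10 min after detection reagent.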
ELG1 repair inh = ELG1-dependent DNA repair inhibition; HEK293T ELG1-luciferase reporter, luminescence, 16 h; DNA damage induced by 5-fluorouridine; 330,000 compounds, 2.3% hits; Potency, µM (series often up to 46.1 µM), for the others: at the highest dose activity change, negative = inhibition, hits mostly inhibitors; note: potency is the fitted concentration of half-maximal effect; % is set by controls: 0 for no effect and ±100 for the full control effect; nearly all actives have a fitted effect of over 55% in size
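Quantitative HTS, concentration-response format. 2,000 cells/well co-treated with 5-fluorouridine and compound, 16 hr in 5% CO2 at 37 °C; ONE-Glo luminescence read after 30 min.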
BRCA1 expr act = increases BRCA1 expression; MCF7-BRCA1-FFLuc reporter, luminescence, 48 h; response scale: scaled: vehicle 0%, 10 µM genistein 100%; Potency, µM (titrated, usually from 46.1 µM), inactives show top-dose activation, usual class: activators; 380,000 compounds, 1.1% hits; AID 624202; note: potency is the fitted concentration of half-maximal effect; nearly all actives have a fitted effect of over 80% in size; some results filed as inactive show a strong effect at the top dose
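Luminescence from a BRCA1-driven firefly luciferase in MCF7 cells was the read-out, taken 15 min after substrate addition following 48 h compound exposure at 37 °C. Data were normalized to a 10 microM genistein control and DMSO vehicle.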
Rab9 promoter act = activates the Rab9 promoter. Huh7 Rab9 promoter-luciferase reporter, luminescence, 24 h. Potency, µM (top dose mostly 9.22 µM), inactives show top-dose activation, negative = inhibition, actives largely listed as activators. 320,000 compounds, 2.8% hits; note: potency is the fitted concentration of half-maximal effect; % of control where 0% means no effect; nearly all actives have a fitted effect of over 60% in size
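Promoter activation is measured as luciferase luminescence in Huh7 cells stably transfected with a Rab9 promoter–luciferase construct, following 24 h compound exposure at 37 °C and 10 min reagent incubation at ambient temperature.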
Tb PFK inh = T. brucei PFK enzyme inhibition | T. brucei PFK, ADP-Glo luminescence | Potency, µM (highest dose often 57.5 µM), without a hit: at the top dose activity, negative = inhibition, usual class: inhibitors | 330,000 compounds, 0.17% hits | O15648 | AID 485367;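 note: potency is the fitted concentration of half-maximal effect; 0% = uninhibited 1x PFK enzyme wells and -100% = no-enzyme wells; nearly all actives have a fitted effect of over 60% in size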
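Compounds were pin-transferred as a titration series up to 57 uM into substrate buffer (0.5 mM F6P, 0.1 mM ATP, pH 8.0), then 1.25 nM PFK was added and reactions ran 45 min before ADP-Glo detection.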
Gal4-VP16 FLuc = Gal4-VP16 reporter inhibition counter-screen. Drosophila S2 Gal4-VP16 UAS-luciferase, luminescence, 20 h. Potency, µM (top dose mostly 53.6 µM), inactives show at the highest dose activity, negative = inhibition, actives largely listed as inhibitors. 310,000 compounds, 3.5% hits. AID 2546;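 note: Gal4-VP16 expression switched on by copper sulfate through the metallothionein promoter; potency is the fitted concentration of half-maximal effect; % is set by controls: 0 for no effect and ±100 for the full control effect; nearly all actives have a fitted effect of over 50% in size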
FLuc counter = firefly luciferase modulation, counter-screen for miR-21 project; AID 588342; Potency, µM (highest dose often 57.5 µM), for inactives: top-dose activity change, negative = inhibition, hits mostly inhibitors; P08659; purified FLuc, Km substrates, luminescence inhibition; 360,000 compounds, 6.9% hits;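 note: potency is the fitted concentration of half-maximal effect; plate controls were vehicle for no effect and reference inhibitor for full effect; nearly all actives have a fitted effect of over 55% in size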
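Purified P. pyralis luciferase, 10 nM final, with Km-level 10 uM D-luciferin and 10 uM ATP in 50 mM Tris acetate pH 7.5, 10 mM Mg acetate, 0.01% Tween-20, 0.05% BSA; 6-point qHTS titration about 60 µM downward; luminescence read.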
ELG1 genotox = inducers of genotoxicity in HEK293T ELG1-luciferase cells; AID 504466; HEK293T ELG1-luciferase reporter, luminescence, 16 h; Potency, µM (doses to about 46 µM), for the others: top-dose activity change, positive = activation, hits mostly activators; 330,000 compounds, 1.3% hits; note: potency is the fitted concentration of half-maximal effect; % of control where 0% means no effect; nearly all actives have a fitted effect of over 60% in size
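Step 1: seed 2,000 HEK293T ELG1-luciferase cells per well. Step 2: add compound or DMSO, incubate 16 hr at 37 °C. Step 3: ONE-Glo, 30 min at room temperature, read luminescence.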
NPC1 prom act = NPC1 promoter activation | Huh7 NPC1 promoter luciferase reporter, 24 h | 320,000 compounds, 2.4% hits | Potency, µM (highest dose often 9.22 µM), for the others: top-dose activation, usual class: activators;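 note: potency is the fitted concentration of half-maximal effect; % of control where 0% means no effect; nearly all actives have a fitted effect of over 60% in size; reporter is driven by a mutant NPC1 promoter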
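Stable NPC1-promoter luciferase Huh7 line; cpd (DMSO) 24 h, 37 °C, 5% CO2; Amplite luciferase reagent 10 min RT; luminescence readout. qHTS format.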
Numbers without * were called inactive; ? = inconclusive; nt = no result given; & = joins results of further samples; [ ] = dose if it differs, or a comment. Unless noted, calls come from the whole dose curve; as a rule, active = well fitted curve in the direction sought with a large enough effect; inconclusive = small, poorly fitted or top-dose-only effect, or another doubt; inactive = no such curve, though single readings can be large; an effect the other way counts as inactive or inconclusive. Rows were taken by chance; 15% or so of the library scored in one or more.

No.	Molecule	RORgamma inh	TRPV1 ag	p53 reactivator	ELG1 repair inh	BRCA1 expr act	Rab9 promoter act	Tb PFK inh	Gal4-VP16 FLuc	FLuc counter	ELG1 genotox	NPC1 prom act
1	CC(C)(C)NC(=O)C(c1ccncc1)N(Cc1cccs1)C(=O)Cn1nnc(-c2cccs2)n1 (centres undefined)	43%	20	1%	-13%	-41%	0%	-4%	10%	6%	2%	-2%
2	CCCCn1c(N)c(N(CC)C(=O)c2cccc(OCc3ccccc3)c2)c(=O)[nH]c1=O	nt	2	7%	9%	2%	-5%	3%	nt	6%	1%	-3%
3	O=C(C1CCN(c2nnnn2-c2ccccc2)CC1)N1CCN(c2ccccc2)CC1	-13%	1	-5%	?	-20%	1%	9%	-1%	-2%	-2%	2%
4	O=C(Nc1cccc2ccccc12)C1CCCC1	-32%	10	4%	8%	-3%	-3%	-2%	-6%	4%	1%	0%
5	Cc1cccc(C)c1NC(=O)C(Cl)C(=O)c1ccccc1 (centres undefined)	?	2	-11%	28%	-1%	1%	0%	22µM*	-2%	15%	-11%
6	Cc1cnc(NC(=O)c2cccs2)s1	?	6	16%	?	?	1.4µM*	-14%	?	11µM*	?	?
7	CCCn1c(SCc2cc(=O)[nH]c3ccccc23)nc2c1c(=O)n(C)c(=O)n2C	1%	-1	2%	16%	-2%	6%	-5%	-8%	-1%	6%	-4%
8	CCN(Cc1ccccc1)S(=O)(=O)c1ccc(C(=O)N(CCCN(C)C)c2nc3cc(OC)ccc3s2)cc1	nt	7	17%	?	-72%	-8%	-6%	nt	0%	14%	-6%
9	O=[N+]([O-])c1ccc(N2CCOCC2)nc1	?	3	5%	-3%	11%	-2%	0%	-9%	3%	-4%	-1%
10	CC(=O)N(CC1CCCO1)c1nnc(-c2cnccn2)s1 (centres undefined)	-6%	-1	?	7%	34%	0%	3%	3%	0%	4%	-2%
11	O=S(=O)(NCC1CCCO1)c1ccc(Cl)cc1 (centres undefined)	-9%	-4	3%	-4%	0%	-6%	0%	7%	2%	-2%	-7%
12	CCN(Cc1cc2cc(C)ccc2[nH]c1=O)C(=O)c1cccc([N+](=O)[O-])c1	31%	0	2%	?	-6%	1%	2%	-3%	1%	0%	-3%
13	COc1cc(-c2cc(N3C(=O)Nc4ccccc4N3O)n[nH]2)cc(OC)c1OC	-20%	-1	0%	9%	-2%	-2%	1%	-4%	-2%	-1%	-3%
14	CCOC(=O)C1CCN(S(=O)(=O)c2ccccc2)CC1	1%	2	7%	14%	9%	-1%	4%	-3%	1%	-1%	-4%
15	Cc1cccc(NC(=O)CSc2nnc(-c3ccc(S(=O)(=O)N4CCOCC4)cc3)n2C)c1	-24%	-3	-5%	?	-19%	-3%	3%	-2%	-1%	-5%	0%
16	N#Cc1nc(-c2ccccc2F)oc1NCc1ccccc1	41%	?	6%	13%	0%	-8%	2%	-2%	-16%	6%	-3%
17	CC1(C(=O)N(CC(=O)NC2CCCC2)Cc2ccccc2)CC(=O)N=C2C=CC=CN21 (centres undefined)	-27%	0	1%	17%	0%	-5%	2%	-3%	1%	2%	2%
18	O=C(COc1ccc(Br)cc1Br)NC(=O)NC1CCCC1	?	5	5%	?	11µM*	3.5µM*	2%	?	9.5µM*	?	3.5µM*
19	COc1ccc(CNS(=O)(=O)c2cc(Br)cc3c2N(C(C)=O)C(C)C3)cc1 (centres undefined)	-21%	1	1%	-29%	-5%&-18%	5%	2%	8%	0%&-2%	-7%	-1%
20	CC(Sc1nncn1-c1ccccc1)C(=O)Nc1cccc([N+](=O)[O-])c1 (centres undefined)	37%	7	-11%	1%	-18%	-4%	0%	7%	-1%	-3%	0%
21	CCn1nc(C)cc1-c1n[nH]c(=S)n1N	8%	-1	-1%	8%	6%	-4%	-5%	14%	-2%	1%	-1%
22	CC(C)(O)C#Cc1ccc(C(=O)N2CCN(c3ccc(F)cc3)CC2)cc1	3%	3	2%	-6%	2%	0%	-2%	0%	-13%	10%	0%
23	Cc1ccc(-n2ccnc2SCC(=O)N(CC(C)C)C2CCS(=O)(=O)C2)c(C)c1 (centres undefined)	15%	21	-5%	3%	-29%	-7%	1%	-1%	0%	-5%	-8%
24	COc1ccc(/C=N/NC(=O)CCc2c(C)n[nH]c2C)cc1OC	5%	7	-5%	8%	5%	-13%	-8%	-10%	12%	8%	-2%
25	Cc1cc(C)c2c(c1)c1nnc(SCCN3CCOCC3)nc1n2C	-11%	0	1%	-3%	-45%	-1%	-2%	1%	5%	-10%	-3%
26	CC(=O)Nc1ccc2nc(NC(=O)CS(=O)(=O)c3ccccc3)sc2c1	nt	0	7%	4%	6%	-8%	-4%	nt	?	2%	2%
27	CCOc1nc(Nc2ccccc2)nc(OCC)n1	17%	21	-3%	-15%	-32%	1%	-2%	-3%	0%	0%	-5%
28	Cc1ccc(C)c(CSc2nnc(-c3cccnc3)n2N)c1	18%	8	2%	-10%	-1%	-2%	1%	1%	3%	2%	-1%
29	Cc1cc(C)n2nc(C(=O)NC3CCCc4ccccc43)nc2n1 (centres undefined)	3%	1	-5%	?	-1%	-9%	-2%	4%	3%	-2%	-2%
30	CCOC(=O)N1CCN(C(=O)COc2ccc(S(=O)(=O)NCC(C)C)cc2C)CC1	2%	2	0%	-17%	2%	-15%	-3%	-5%	0%	-9%	0%

The closing two compounds of the section before come first, to join the parts:
No.	Molecule	RORgamma inh	TRPV1 ag	p53 reactivator	ELG1 repair inh	BRCA1 expr act	Rab9 promoter act	Tb PFK inh	Gal4-VP16 FLuc	FLuc counter	ELG1 genotox	NPC1 prom act
29	Cc1cc(C)n2nc(C(=O)NC3CCCc4ccccc43)nc2n1 (centres undefined)	3%	1	-5%	?	-1%	-9%	-2%	4%	3%	-2%	-2%
30	CCOC(=O)N1CCN(C(=O)COc2ccc(S(=O)(=O)NCC(C)C)cc2C)CC1	2%	2	0%	-17%	2%	-15%	-3%	-5%	0%	-9%	0%
31	CN(CC(=O)NCc1ccccn1)S(=O)(=O)c1cc(Cl)ccc1Cl	nt	-4	-5%	17%	11%	-4%	-1%	nt	1%	2%	9%
32	Cc1sc2nc(NCCO)[nH]c(=O)c2c1C	-15%	-2	2%	8%	5%	-6%	0%	3%	0%	4%	1%
33	CCOc1ccccc1C1CC(c2ccc(Cl)cc2)Nc2nc(N)nn21 (centres undefined)	-3%	nt	-3%	-3%	-5%	-3%	-3%	0%	-1%	-2%	-3%
34	CC1CCCC(NC(=O)c2ccc3c(SCC(=O)O)c4c(nc3c2)CCC4)C1C (centres undefined)	-10%	2	-3%	2%	-4%	-5%	0%	-3%	17µM*	1%	0%
35	CCn1c(SCc2cccc(C(=O)O)c2)nnc1-c1ccccc1	-7%	1	?	?	37%	24%	8%	-1%	?	7%	?
36	Cc1ccc(S(=O)(=O)NCCCCCC(N)=O)cc1	20%	2	1%	?	-15%	-3%	0%	3%	-2%	-3%	-1%
37	COc1ccc(C(=O)Nc2ccccc2C(=O)N2CCOCC2)cc1Br	0%	3	14%	12%	0%	10%	-2%	-6%	2%	6%	-3%
38	CCN1CCN(C(=O)c2ccccc2NS(=O)(=O)c2ccc(Cl)cc2)CC1	-1%	1	3%	-8%	-8%	1%	-8%	-17%	3%	-1%	-1%
39	O=C(NCc1cccnc1)/C(=C\c1ccc(-c2cccc(Cl)c2)o1)S(=O)(=O)c1ccccc1	?	-3	-37%[inhibitor]	16µM*	-83%	-21%	4%	13µM*	-13%	-19%	-15%
40	Cc1nc(NC(=O)c2cc3ccccc3o2)sc1C	10µM*	?	53%	?	-39%	?	0%	?	1.1µM*	0.65µM*	-4%
41	COc1ccccc1Nc1nc(N)nc(CSC(=S)N2CCC(C)CC2)n1	0.13µM*	3	?	-27%	-57%	0%	-7%	5µM*	-15%	3%	2%
42	CCCCn1c(O)c(N=NC(=O)c2ccccc2NS(=O)(=O)c2cccs2)c2ccccc21	9%	-10	-1%	?	-9%	0%	?	4%	-21%	0%	-2%
43	NC(=O)[C@H]1CC2(CC(c3cccc(NC(=O)CC(c4ccccc4)c4ccccc4)c3)=NO2)CN1C(=O)c1ccccc1C(=O)c1ccccc1 (some centres undefined)	5%	0	-2%	-19%	-41%	-7%	-7%	2%	0%	-7%	-6%
44	CC(NC(=O)CCNC(=O)c1ccc(Br)cc1)c1ccc(S(N)(=O)=O)cc1 (centres undefined)	nt	0	-5%	?	8%	3%	-9%	nt	-2%	3%	-3%
45	O=C(c1ccc(S(=O)(=O)NCc2ccco2)cc1)N1CCN(Cc2ccccc2F)CC1	nt	2	-6%	-5%	-39%	3%	-7%	nt	6%	1%	-1%

Bioassay records as filed in PubChem BioAssay.
